ERK AVP block – vasopressin-driven ERK pathway inhibition; HEK293-V1b, vasopressin-stimulated pERK AlphaScreen; actives 0.99% (n = 72,000); Potency, µM (titrated, usually from 57.5 µM), inactives show at the top dose activity, negative = inhibition, most hits filed as inhibitors; AID 995; also: potency is read from the fitted curve at half-maximal effect; % is scaled to controls: 0 for no effect and ±100 for the full control effect; nearly all actives have a fitted effect of over 55% in size
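Phosphorylated ERK1/2 detected via AlphaScreen bead proximity in lysates of V1b-expressing HEK293 cells given 25 nM vasopressin for 5 min after 30 min compound exposure (37 °C). AC50 from Hill equation; basal DMSO 0%, vasopressin 100%.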
CRE-bla Fsk – alters forskolin-stimulated CRE reporter signaling in CHO cells; CHO CRE-bla reporter (cAMP response element driving beta-lactamase), forskolin EC10, beta-lactamase ratio; Potency, µM (series often up to 38.2 µM), without a hit: top-dose activity change, negative = inhibition, actives largely listed as activators; actives 2.5% (n = 71,000); active = well fitted activation curve with a large enough effect in the signal ratio, with a control signal flat, not every such curve was filed as active; inconclusive = small, poorly fitted or top-dose-only effect, or effect the other way, or a change in a side signal; the % refers to the signal ratio; also: potency is read from the fitted curve at half-maximal effect; % of control where 0% means no effect
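CRE-bla CHO reporter cells treated with compound titration plus EC10 NKH 477 (water-soluble forskolin), incubated 3 h at 37 °C; CCF4 loading 2 h at room temperature, 460/530 nm emission ratio read, AC50 values derived for positive or negative modulators.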
15-hLO inh – inhibitors of human 15-lipoxygenase (ALOX15); purified 15hLO-1, xylenol orange hydroperoxide absorbance; actives 1.4% (n = 74,000); P16050; Potency, µM (top dose mostly 57.1 µM), for inactives: at the highest dose activity change, negative = inhibition, actives largely listed as inhibitors; also: potency is read from the fitted curve at half-maximal effect; % is scaled to controls: 0 for no effect and ±100 for the full control effect; nearly all actives have a fitted effect of over 55% in size
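Readout: Fe(III)-xylenol orange absorbance, 573-to-405 nm ratio as reaction progress. Enzyme 40 nM purified human 15hLO-1, substrate 50 uM arachidonic acid, 6 min RT after 15 min compound preincubation; Hepes pH 7.5 buffer with Triton X-100.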
TexasRed autofl – Texas Red region autofluorescence. Compound fluorescence, Texas Red channel, 547/618 nm; active compounds read high. max dye-equivalent concentration, M. actives 0.06% (n = 59,000); in the data active = max dye-equivalent concentration above about 10 nM; inconclusive = between about 1.1 nM and that limit
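qHTS profiling of intrinsic compound fluorescence; 100 mM Tris pH 8.0; 15 min RT; ex 547 / em 618 nm; response expressed as Texas Red dye-equivalent concentration from six-point plate standard.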
HBB splice mod – hemoglobin beta splicing modulation | Potency, µM (doses to about 46.1 µM), inactives show at the top dose activation, usual class: activators | HBB splicing reporter cell assay, activation; EGFP reporter with mutant IVS2-654 intron; response scale: normalised to 500 nM splice-correcting PNA | actives 0.06% (n = 65,000) | AID 925; also: potency is read from the fitted curve at half-maximal effect; 0% is about no effect
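HeLa cells stably expressing EGFP interrupted by mutant beta-globin intron 2 (IVS2-654), 500/well in 2% FCS. Treated with compound for 2 days at 37C. Splicing correction scored as total well GFP intensity (488 nm excitation, 500-520 nm emission); 500 nM antisense PNA served as control.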
HADH2 inh – blocks human hydroxyacyl-CoA dehydrogenase type II | Q99714 | recombinant HADH2, NADH fluorescence, beta-hydroxybutyryl-CoA | Potency, µM (doses to about 57.1 µM), for the others: at the top dose activity change, negative = inhibition, actives largely listed as inhibitors | actives 3.4% (n = 73,000) | AID 886; also: potency is read from the fitted curve at half-maximal effect; % is scaled to controls: 0 for no effect and ±100 for the full control effect; nearly all actives have a fitted effect of over 60% in size; many of its hits are not listed in these tables
Target sequence (Q99714 whole entry, looked up, one chain of several): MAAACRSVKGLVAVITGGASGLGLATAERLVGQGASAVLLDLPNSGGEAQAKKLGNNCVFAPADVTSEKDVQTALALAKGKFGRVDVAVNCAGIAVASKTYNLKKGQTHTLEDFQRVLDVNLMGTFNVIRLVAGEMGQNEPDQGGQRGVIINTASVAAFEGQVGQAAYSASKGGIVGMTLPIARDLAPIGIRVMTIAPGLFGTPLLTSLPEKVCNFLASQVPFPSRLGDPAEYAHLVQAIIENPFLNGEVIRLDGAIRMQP
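His-tagged recombinant enzyme from E. coli, 20 nM, preincubated 15 min RT with compound; reaction started with 1 mM NAD+ and 90 uM beta-hydroxybutyryl-CoA in 100 mM Tris-HCl pH 9.0. NADH fluorescence (ex 360/em 450) read over 4 min; last-minus-first difference.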
Tau fil binding – tau filament binding; actives 2% (n = 71,000); recombinant tau filaments, thioflavin S fluorescence, 15 h; filaments grown with octadecylsulfate alongside compound; AID 596; Potency, µM (series often up to 57.1 µM), for inactives: top-dose activity change, negative = inhibition; P10636;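 also: potency is read from the fitted curve at half-maximal effect; % is scaled to controls: 0 for no effect and ±100 for the full control effect; actives lower thioflavin S fluorescence by blocking filaments or displacing dye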
Target sequence (P10636 whole entry, looked up): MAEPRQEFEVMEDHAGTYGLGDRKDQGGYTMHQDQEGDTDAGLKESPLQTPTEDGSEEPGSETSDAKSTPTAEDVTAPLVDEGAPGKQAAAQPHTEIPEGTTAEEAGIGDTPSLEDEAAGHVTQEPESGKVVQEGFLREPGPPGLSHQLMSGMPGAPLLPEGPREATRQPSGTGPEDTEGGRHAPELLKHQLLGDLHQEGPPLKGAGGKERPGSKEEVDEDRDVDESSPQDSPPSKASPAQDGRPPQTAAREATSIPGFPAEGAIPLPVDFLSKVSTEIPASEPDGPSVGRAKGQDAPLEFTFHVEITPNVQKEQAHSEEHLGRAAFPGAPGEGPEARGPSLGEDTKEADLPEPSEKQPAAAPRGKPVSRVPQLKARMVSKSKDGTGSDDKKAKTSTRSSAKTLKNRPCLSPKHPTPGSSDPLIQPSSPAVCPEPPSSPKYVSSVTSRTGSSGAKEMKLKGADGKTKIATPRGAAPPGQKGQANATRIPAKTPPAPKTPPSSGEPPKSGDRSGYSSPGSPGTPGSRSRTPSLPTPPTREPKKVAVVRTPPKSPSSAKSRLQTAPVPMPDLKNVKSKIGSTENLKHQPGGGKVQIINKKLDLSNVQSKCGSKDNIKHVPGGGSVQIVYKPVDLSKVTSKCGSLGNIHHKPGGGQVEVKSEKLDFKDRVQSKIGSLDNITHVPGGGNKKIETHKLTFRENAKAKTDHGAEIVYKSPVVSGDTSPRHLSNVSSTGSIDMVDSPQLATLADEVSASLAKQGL
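Assay mix: 1 uM His-tagged tau, 30 uM sodium octadecylsulfate, thioflavine S dye in HEPES/NaCl/DTT buffer. Compound is added prior to the inducer. Fluorescence after 15 h at 37 C.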
Hsp90 Hop PPI – changes Hsp90-Hop TPR2A binding signal, up or down | AlphaScreen TPR2A-His6 binding biotin-Hsp90 C-terminal peptide | actives 0.44% (n = 71,000) | Potency, µM (top dose mostly 57 µM), inactives show at the highest dose activity change, negative = inhibition | AID 595; active = well fitted curve in either direction with a large enough effect; inconclusive = small, poorly fitted or top-dose-only effect, or another doubt; also: potency is read from the fitted curve at half-maximal effect; % is scaled to controls: 0 for no effect and ±100 for the full control effect; many of its hits are not listed in these tables
Rhodamine fluor – rhodamine region autofluorescence; Rhodamine-region fluorescence, 547/598 nm, Tris buffer; active compounds read high; max dye-equivalent concentration, M; actives 0.05% (n = 59,000); AID 594; in the data active = max dye-equivalent concentration above about 11 nM; inconclusive = between about 1.1 nM and that limit
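Read-out is relative fluorescence at 547 nm excitation and 598 nm emission, expressed as dye-equivalent concentration using rhodamine standards on every plate. Each compound was profiled across a concentration series after 15 min in 100 mM Tris, pH 8.0.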
DNA Pol III inh – blocks replication by bacterial DNA polymerase III holoenzyme; actives 0.25% (n = 71,000); AID 603; reconstituted DNA polymerase III holoenzyme replication, biochemical; Potency, µM (series often up to 57.1 µM), inactives show at the top dose activity change, negative = inhibition; also: potency is read from the fitted curve at half-maximal effect; % is scaled to controls: 0 for no effect and ±100 for the full control effect
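Reconstituted *E. coli* holoenzyme (0.35 nM Pol III, 1 nM beta, 154 nM SSB, 2 nM primase) was preincubated with compound for 15 min at RT. Synthesis on 1.4 nM ssM13Gori ran 35 min, then was stopped with PicoGreen/EDTA and read as dsDNA fluorescence.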
Luciferase inh – firefly luciferase inhibition | AID 411 | P08659 | purified firefly luciferase, luminescence, 8 min | actives 2.2% (n = 72,000) | Potency, µM (doses to about 57.1 µM), for the others: at the top dose activity change, negative = inhibition, hits mostly inhibitors; also: potency is read from the fitted curve at half-maximal effect; % is scaled to controls: 0 for no effect and ±100 for the full control effect; nearly all actives have a fitted effect of over 40% in size
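Firefly luciferase (PKLight detection mix) with 10 uM ATP in pH 7.2 imidazole buffer (KCl, MgCl2, Tween 20, BSA). Compounds tested across a concentration series (qHTS). Luminescence read after 8 min at ambient temperature.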
Active calls of the source: *; i = inactive; ? = inconclusive; . = no result given; [ ] = dose if it differs, or a comment. Unless noted, calls follow the shape of the dose curve; as a rule, active = well fitted curve in the direction sought with a large enough effect; inconclusive = small, poorly fitted or top-dose-only effect, or another doubt; inactive = no such curve, though single readings can be large; an effect the other way counts as inactive or inconclusive. These rows are one share of the data; the hit share may differ from the screen's.

Structure,ERK AVP block,CRE-bla Fsk,15-hLO inh,TexasRed autofl,HBB splice mod,HADH2 inh,Tau fil binding,Hsp90 Hop PPI,Rhodamine fluor,DNA Pol III inh,Luciferase inh
COc1ccc(NC(=O)c2cc3n(n2)C(C(F)(F)F)CC(c2ccc4c(c2)OCO4)N3)cc1OC (stereo not given),?,8.4%,-15.9%,i,6.4%[0.369 µM],0.5%,25.0%,-7.2%,i,1.1%,1.7%
Cn1c(CNc2cccc(Cl)c2)nnc1SCC(=O)OC1CCCCC1,-23.8%,-11.8%,-6.5%,i,0.0%[57.5 µM],4.4%,-7.6%,-1.1%,i,-1.5%,-1.5%
c1ccc(CCN2CN=C(Nc3nc4ccccc4o3)NC2)cc1,-9.7%,5.0%,-3.0%,i,-1.1%[57.5 µM],1.9%,16.9%,-2.9%,i,-0.1%,-6.6%
C=CCSc1nnc2c(n1)OC=Nc1ccccc1-2,-11.1%,9.9%,6.8%,.,-1.1%,-12.0%,12.6%,-3.5%,.,-4.3%,-3.3%
Cc1cnc(CNc2ncnc3ccc(-c4ccccc4Cl)cc23)cn1,20µM*,?,4.1%,?,1.5%,-0.1%,26.4%,-3.4%,i,5.4%,-1.1%[2.29 µM]
COc1ccccc1CN1CC2(CCN(S(C)(=O)=O)CC2)C1,8.7%,2.9%,4.6%,i,4.1%,3.6%,0.9%,1.2%,i,-7.3%,1.8%[11.4 µM]
CCn1c(=O)cc(O)c2ccccc21,-21.2%,?,5.3%,.,-0.7%,-1.3%,66.4%,-5.1%,.,-1.0%,-0.7%
O=C1[C@H]2[C@H]3[C@H](O)[C@H](O)C/C(=N/OCc4ccccc4)[C@H]3CC[C@@H]2C(=O)N1Cc1ccc2c(c1)OCO2,19.9%[11.5 µM],.,1.1%[11.4 µM],.,1.2%[9.22 µM],-5.1%[11.4 µM],.,.,.,.,-0.1%[11.4 µM]
CC(Oc1cccc(Cl)c1)C(=O)Nc1cc(=O)n(C)c(=O)n1C (stereo not given),-0.5%,12.4%,-1.0%,i,-0.4%,-25.8%,?,-3.5%,i,-1.2%,2.2%
O=C1NCC(O)=C1C=NCCCO,-3.8%,0.6%,6.6%,i,1.1%,6.6%,3.6%,-4.5%,i,-11.3%,6.6%
CCCCCn1c(=O)[nH]c2cc(C(=O)NCCCN(CC)CC)ccc2c1=O,-4.8%,-11.1%,0.3%,i,-0.6%,-7.3%,-12.1%,-0.2%,i,1.9%,1.1%
O=C(COC(=O)CCN1C(=O)c2ccccc2C1=O)Nc1ccc(S(=O)(=O)N2CCCC2)cc1,-11.9%,-7.9%,-14.4%,i,-0.9%,21.0%,-4.7%,-0.6%,i,-1.5%,-1.9%
Nc1ccn(-c2ccc(Cl)cc2)c(=O)c1,4.6%,-16.0%,?,i,-0.3%[1.84 µM],11.4%,3.2%,-0.2%,i,0.3%,3.0%
CCOc1ccccc1C(=O)Nc1ccc(S(=O)(=O)N2CCOCC2)cc1,-16.0%,3.16µM*,0.8%,i,-0.5%,0.1%,17.5%,-0.7%,i,-4.4%,-33.7%
COc1ccc(-c2c(NC(C)=O)n(C)c3ccccc3c2=O)cc1,-7.7%,-0.3%,-7.8%,i,-1.1%,?,1.5%,-7.5%,i,-8.3%,-13.7%
COc1ccc(S(=O)(=O)n2cnc3cc(C)c(C)cc32)cc1,2.4%,6.7%,-0.9%,.,-2.8%,10.3%,-2.7%,-0.5%,.,4.8%,-1.2%
COc1ccc(NC(=O)N2CC[C@@]3(CCCN(C(=O)c4cc(C(F)(F)F)cc(C(F)(F)F)c4)C3)C2)cc1,?,3.0%,3.2%,i,-2.6%,4.4%,-7.2%,-6.2%,i,-8.7%,0.8%[11.4 µM]
Cc1cc(C(=O)Nc2sc3c(c2C#N)CCC(C)C3)no1 (stereo not given),-6.6%,?,8.5%,i,0.3%,-1.4%,6.7%,-0.5%,i,1.0%,-1.5%
CCOC(=O)N1CCN(C(=O)CSc2nnc(-c3ccc(C)c(C)c3)o2)CC1,?,-14.4%,2.5%,.,0.1%,2.5%,34.0%,-1.8%,.,6.6%,-9.7%
Cc1cccc2cc(COC(=O)COc3ccccc3)c(=O)[nH]c12,11.1%,-15.7%,-1.1%,i,-3.0%[57.5 µM],-1.0%,62.7%,-1.6%,i,2.9%,-0.2%
CCCN1C(=O)c2cc(C(=O)NCc3ccc(OC)cc3)ccc2C1O (stereo not given),?,-3.4%,3.7%,.,0.8%,-5.6%,-2.2%,-4.9%[2.3 µM],.,-6.1%,3.6%
Cc1ccc(-c2[nH]nc3c2C(c2cccnc2)C(C#N)=C(N)O3)cc1 (stereo not given),12.6µM*,?,-12.1%,i,5.1%[0.369 µM],-20.5%,-7.5%,-3.7%,i,-0.1%,2.1%
CC(=O)NC(CC(=O)NCC(c1ccco1)N(C)C)c1ccccc1 (stereo not given),7.5%,-8.6%,2.1%,i,-0.3%[1.84 µM],8.1%,-3.2%,-4.8%,i,-4.2%,2.7%
O=C(c1ccc2c(c1)OCO2)N(CC1CCCO1)C1(C(=O)NC2CCCC2)CCCCC1 (stereo not given),6.8%,1.6%,-2.0%,i,-4.0%,-13.3%,-1.7%,-9.2%,i,-5.7%,-0.5%
c1ccc2c(c1)nc(NCCN1CCOCC1)c1nncn12,11.1%,13.4%,10.3%,.,-0.1%,10.8%,-15.2%,?,.,-6.2%,-0.9%
COC(=O)c1ccc(NC(=O)CCNS(=O)(=O)c2cccc3nonc23)cc1,9.7%,2.6%,1.3%,i,-0.2%,-8.6%,-3.8%,-0.7%,i,-3.0%,0.9%
CC(=O)Nc1cccc(N(C)C)c1,2.4%,2.4%,-2.1%,.,-3.0%,8.8%,-2.4%,-4.4%,.,1.9%,-0.3%
CC(C)CO/N=C1/C[C@@H](O)[C@@H](O)[C@@H]2[C@@H]3C(=O)N(c4cccc(Oc5ccccc5)c4)C(=O)[C@H]3CC[C@@H]12,9.2%[11.5 µM],.,-9.7%[11.4 µM],.,2.1%[9.22 µM],8.4%[11.4 µM],.,.,.,.,-0.7%[11.4 µM]
Cc1ccnc2nc(C(=O)OCCOc3cccc(Br)c3)nn12,?,?,-9.4%,i,0.4%[57.5 µM],-3.4%,-5.2%,-1.4%,i,-9.5%,-0.6%
COc1ccccc1N1CCN(C(=O)C2CCCO2)CC1 (stereo not given),-10.6%,-9.3%,2.6%,.,-0.4%,2.1%,-19.8%,-6.4%,.,-4.8%,2.1%
Cc1c(OCC(=O)OC(C)(C)C)ccc2c3c(c(=O)oc12)CCC3,-13.0%,-3.9%,-0.8%,i,-2.2%[57.5 µM],-27.3%,31.3%,4.4%,i,-3.8%,0.4%
CCOCC(=O)N1CCN(c2ccc(F)cc2)CC1,-17.7%,-5.3%,3.5%,i,0.6%,-4.6%,-8.3%,-2.2%,i,-3.2%,3.0%
Clc1ccc(OCc2nnc(-c3ccccc3Br)o2)c(Cl)c1,23.8%,6.5%,-14.0%,.,-0.6%[9.22 µM],14.5%,153.3%,8.9%,.,-5.2%,?
CCN1CCc2c(sc(N)c2C#N)C1,?,?,?,i,3.5%,?,189.8%,-13.8%,i,-10.4%,-0.3%
Cc1ccc(CS(=O)(=O)CCC(=O)NCCCN2CCCC2=O)cc1,-20.9%,?,7.7%,i,1.5%,0.6%,-11.0%,16.8%,i,-1.7%,4.4%
CCOC(=O)CSC1=C(C#N)C(c2ccc(C)s2)CC(=O)N1 (stereo not given),-26.8%,?,0.4%,.,-3.9%,1.0%,-2.0%,-0.4%,.,-3.7%,3.3%
COc1ccc2c3c(cccc13)NN=C2C,4.5%,2.8%,12.6µM*,i,.,11.2%,15.8µM*,-19.4%,i,31.6µM*,-20.7%
COc1cc(CN2CCC(C(=O)N3CCC(C)CC3)CC2)cc(Br)c1O,0.6%,?,?,i,6.2%[1.84 µM],-0.6%,-1.9%,1.1%,i,-6.6%,0.7%
